bCat nuc transl: modulators of beta-catenin nuclear translocation; HeLa beta-catenin nuclear translocation, immunofluorescence imaging; nuclear translocation activity, % at 5 µM; 190,000 tested, 0.3% active; AID 1665;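 active means nuclear translocation activity above 50% at 5 µM, with a well cell count of 50 or more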;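 further: per-cell ratio of nuclear to cytoplasmic median beta-catenin stain intensity; plate controls were DMSO negative control for no effect and GSK-3 inhibitor IX positive control for full effect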
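Assay system: human HeLa cells, native beta-catenin; doses: 5 µM primary, 0.02–20 µM confirmation; incubation: compound treatment 24 h, 37°C, 5% CO2; technique: fluorescence imaging of beta-catenin antibody stain plus DAPI; measure: % activation, nuclear-to-cytoplasmic median beta-catenin signal ratio per cell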
Insulin prom up: MIN6 insulin promoter up-regulation | MIN6 insulin promoter-GFP reporter, high-content imaging; hits give high values | z-score at 5 µM | 190,000 tested, 0.3% active | AID 1625;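 active means z-score above 3 at 5 µM with at least 500 cells counted in the well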
Autophagy HCS: autophagy modulation, high-content screen; MEF GFP-LC3 puncta imaging; test concentration mostly 10 µM; calls only at 10 µM (by protocol); 190,000 tested, 0.98% active;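 active means percentage of spot-positive cells more than 3 SD above its plate mean, without a fluorescence outlier flag or 80% toxicity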;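 further: spot-positive cell cutoff set from DMSO-treated cells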
NOD1 inhibition: inhibition of NOD1-driven NF-kB reporter – cell-based, luminescence, uHTS, primary screen (AID 1578). NOD1-driven NF-kB luciferase reporter cells, luminescence; higher % means a stronger effect. 290,000 tested, 1% active. one-dose inhibition, % at 4 µM; EC50 in µM for titrated hits; in the data active means inhibition mostly above about 36%, no sharp cut-off; inactive means mostly below about 34%;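 further: HEK-293T reporter cells stimulated with the NOD1 agonist gamma-tri-DAP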
P. falciparum M17LAP: P. falciparum M17LAP inhibitors, primary screen, biochemical, fluorogenic H-Leu-NHMec substrate, 1536-well (AID 1619) | recombinant M17LAP, H-Leu-NHMec fluorogenic kinetic assay; higher % means a stronger effect | inhibition, % at 30 µM, or IC50 in µM where a hit was titrated | 220,000 tested, 0.38% active;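 active means compound inhibiting the enzyme by more than half at any dose during confirmatory dose-response retesting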;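 further: plate controls were full reaction with DMSO carrier for no effect and no enzyme background for full effect; strong numbers were not always called active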
MT stabilizer: microtubule stabilizers in HeLa cells | HeLa tubulin immunostaining HCS, 24 h; share of cells brighter than vehicle mean+2SD | % tubulin-high responders, % at 10 µM | 200,000 tested, 0.83% active;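 active means plate Z-score above 3 for both tubulin-high and condensed-nucleus cell shares, with cell loss under 80%, at 10 µM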;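 further: anti alpha tubulin signal scored within the nucleus-defined area of each cell; some results filed as inactive read as strong as hits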
Yfh1-depleted yeast: enhancers of respiration in Yfh1-depleted yeast, dose response, Friedreich's ataxia, plus single-dose screen (AID 1465); S. cerevisiae Yfh1-off respiration, WST-1 reduction, 72 h; higher fold induction means a stronger effect; fold induction at 50 µM; hits with a dose series show EC50 in µM; 220,000 tested, 0.074% active;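 active means fold induction of absorbance versus untreated yeast above a set limit, then at least 30% activation at any dose in follow-up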;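 further: activators that raise dye reduction in frataxin-depleted yeast; strong numbers were not always called active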
Dynein transport: dynein cargo transport inhibition; 3617.4 mouse cells, GR-EGFP nuclear translocation imaging; test concentration mostly 20 µM; stimulated with dexamethasone, 1 µM; hits give low values; z-score, hits read low; AID 1381; 220,000 tested, 0.47% active;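 active means plate z-score of nuclear minus cytoplasmic receptor signal below a set negative limit, without overly bright fluorescence or cell loss, cut at about -3.5 in these data, passing the limit was not always enough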;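 further: z-score of nuclear minus cytoplasmic ring GR-EGFP intensity difference per well; some compounds called inactive have numbers as strong as hits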
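Buffer or medium: tetracycline-free induction medium containing charcoal-stripped FBS / Reagent: dexamethasone agonist, 1.0 µM final, for 30 min / Technique: automated 10x imaging of fixed Hoechst-stained cells / Times: induction 48 h, compound 1 h, agonist 30 min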
HEK293 NOD2/NF-kB: NOD2 signaling inhibitors, cell-based, luminescence, uHTS, HEK293 (AID 1566) | one-dose inhibition, % at 4 µM; EC50 in µM for titrated hits | 290,000 tested, 0.63% active | HEK293 NOD2/NF-kB luciferase reporter, luminescence; higher % means a stronger effect; in the data active means inhibition above about 50%; further: many of its hits are not listed in these tables
Dynein transport cytoplasmic EGFP: also measured in Dynein transport; calls as there; z-score; measured here: cytoplasmic GR-EGFP intensity; hits give high values
Dynein transport nuclear GR-EGFP: further read-out of Dynein transport, marked with its call; z-score; measured here: nuclear GR-EGFP intensity;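 lower value marks the stronger effect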
Dynein transport cell count: further read-out of Dynein transport, marked with its call; z-score; measured here: cell count per field
Insulin prom up cell count: further read-out of Insulin prom up, marked with its call; cell count; measured here: cytotoxicity, nuclei count;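 total cells summed across four imaged fields per well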
bCat nuc transl cell count 5 µM: also measured in bCat nuc transl; calls as there; cell count; measured here: cell count, cytotoxicity flag
MT stabilizer Hoechst-high %: second read-out of MT stabilizer, no call of its own (marks repeat the call); % Hoechst-high responders; measured here: nuclear condensation Hoechst responders;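 share of cells brighter than vehicle mean plus two SD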
MT stabilizer cytotoxicity %: also measured in MT stabilizer; calls as there; toxicity, %; measured here: cytotoxicity by cell density;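 0% = mean cell density of plate MIN control wells and 100% = no cells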
Autophagy HCS cell loss 18 h: recorded beside Autophagy HCS, whose call it bears; toxicity, %; measured here: cell loss, nuclei count;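 cell loss after 18 h compound exposure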
* marks the source's active call; other numbers are inactive results; i = inactive; / = not tested or not shown.

Values in the order – bCat nuc transl	bCat nuc transl cell count 5 µM	Insulin prom up	Insulin prom up cell count	Autophagy HCS	Autophagy HCS cell loss 18 h	NOD1 inhibition	P. falciparum M17LAP	MT stabilizer	MT stabilizer Hoechst-high %	MT stabilizer cytotoxicity %	Yfh1-depleted yeast	Dynein transport	Dynein transport cytoplasmic EGFP	Dynein transport nuclear GR-EGFP	Dynein transport cell count	HEK293 NOD2/NF-kB
- N#C/C(C(=O)NCc1ccccc1)=C1/SC(Cc2ccc(Cl)cc2)C(=O)N1c1ccccc1 (stereo not given)
→ 0.7	480	0.52	1312	i	3.2	-16.1%	-2.2%	3.7	1.4	10.1	i	0.286	-0.244	0.673	0.46	2.3%
- CCNc1nc(Cl)nc(NCCOc2ccc(C)cc2)n1
→ 4.5	728	-0.52	1252	i	1.7	-25.8%	-5.1%	12.2	2.4	12.6	i	-0.268	-0.107	0.0656	0.224	3.0%
- Cc1cc(C)nc(SCc2nnc(SCC(=O)N3CCCc4ccccc43)o2)n1
→ -2.0	756	/	/	i	16.3	16.8%	2.9%	5.1	2.9	5.7	i	-0.537	-0.323	-0.14	0.205	17.6%
- CCc1ccc(N(C(C)=O)c2nc(CCl)cs2)cc1
→ 1.1	957	-0.87	1533	i	-8.9	-29.2%	4.7%	3.2	1.3	0.2	i	0.48	-0.243	0.563	0.832	28.8%
- Cc1ccc(NC(=O)c2ccc(OC(=O)c3ccco3)cc2)cc1
→ 0.1	1033	0.38	1230	i	5.8	-38.1%	6.4%	2.4	0.6	17.3	i	2.17	-0.245	1.41	-1.47	-60.1%
- COCc1cc(C)nc(OCC(=O)N/N=C/c2ccc(-c3cc([N+](=O)[O-])ccc3C)o2)c1C#N
→ 0.4	984	1.58	1892	i	-27.4	-10.8%	-3.1%	3.8	1.4	1.7	i	-0.216	-0.23	-0.283	1.3	3.1%
- O=C(CSc1nnc(C2CC2)n1-c1ccccc1)NCCc1ccc(F)cc1
→ -3.4	1200	0.59	1036	i	-7.1	-58.9%	9.7%	0.9	1.1	4.9	i	-0.336	-0.06	0.129	0.549	3.6%
- COc1cc(NC(=O)c2cc(CC(C)C)on2)c(OC)cc1Cl
→ -0.1	1060	1.65	1880	i	-8.2	11.8%	1.4%	3.8	2.4	3.9	i	-0.543	-0.221	-0.0756	0.861	20.3%
- O=C(NCc1ccc(S(=O)(=O)Nc2ccccc2Cl)s1)c1ccccc1
→ -2.3	1193	0.33	1394	/	/	-3.2%	6.6%	/	/	/	i	0.138	-0.131	-0.136	0.326	23.2%
- COc1ccc(S(=O)(=O)N2CCCOC2CNC(=O)C(=O)NCCCn2ccnc2)cc1 (stereo not given)
→ 2.0	1132	-0.47	1288	i	10.2	-27.8%	2.9%	0.6	1.7	6.8	i	0.464	-0.27	0.414	0.175	11.6%
- CCOC(=O)NC(=O)C(=CNc1cccc(C)c1)C(=O)NC(=O)OCC
→ -0.3	528	0.21	1322	i	9.5	-25.6%	-7.9%	1.8	2.1	7.1	i	-0.19	-0.228	0.551	0.714	3.0%
- Cc1nc2ccc(Cc3ccc4nc(C)[nH]c4c3)cc2[nH]1
→ -2.3	547	/	/	i	4.8	-19.0%	-5.9%	3.3	2.1	1.4	i	0.296	-0.28	-0.0668	-0.242	3.7%
- CCc1ccc(OCC(=O)NC(NC(=S)Nc2ccccc2)C(Cl)(Cl)Cl)cc1 (stereo not given)
→ -0.5	902	1.04	1335	i	-6.7	-24.3%	7.0%	2.2	2.0	0.2	i	-0.124	-0.258	-0.103	0.323	-19.8%
- CS(=O)(=O)c1cnc(-c2ccccc2)nc1-c1ccc(Cl)c(Cl)c1
→ 1.1	1491	/	/	i	11.4	-27.4%	-3.9%	2.7	1.7	6.5	i	1.62	-0.156	1.22	-0.888	17.2%
- O=C(OCc1csc(Nc2ccccc2)n1)c1ccc(Cl)cc1
→ -2.6	1159	-0.96	1517	i	-1.8	-4.0%	10.2%	4.1	1.3	8.6	i	0.408	-0.131	0.099	-0.244	6.4%
- Cc1ccc(C)n1NC(=O)c1ccccc1O
→ -1.4	1392	1.27	1434	i	3.5	14.1%	-1.1%	2.5	2.5	5.8	i	1.44	-0.139	-0.263	-1.13	26.3%
- O=C(Nc1nnc(CC2=CCCCC2)s1)Nc1ccccc1F
→ -0.4	1332	-0.09	1049	/	/	-3.3%	-17.6%	/	/	/	i	-0.578	-0.256	0.484	-0.167	-103.5%
- OC(C#CCCN1CCCCC1)(c1ccccc1)C1CCCCC1 (stereo not given)
→ 1.6	1008	-1.14	1443	/	/	-3.4%	4.0%	/	/	/	i	-0.529	-0.288	-0.356	1.42	17.5%
- CCC(=O)N1c2ccc(S(=O)(=O)CCC(=O)N3CCn4c3nc3ccccc34)cc2CC1C (stereo not given)
→ 0.0	1422	1.06	1493	i	32.3	14.2%	7.8%	5.1	2.1	13.2	i	1.04	1.06	0.403	-1.14	5.5%
- COc1ccc(CN2CCN(C(C)C)C(CCO)C2)cc1Cn1cccn1 (stereo not given)
→ 1.1	968	-1.36	1422	i	15.9	-16.2%	-0.5%	3.5	2.7	4.7	i	0.178	0.676	0.0189	-0.559	-5.8%
- Oc1ccccc1Oc1ncc(Br)c(N2CCOCC2)n1
→ 0.1	942	0.1	1635	i	7.7	-7.8%	-7.7%	3.3	2.9	2.4	i	-0.234	1.22	-0.043	0.737	-8.2%
- CS(=O)(=O)Nc1ccc(C(=O)NCCSC2CCCCC2)cc1
→ /	/	0.75	906	i	-9.8	-2.8%	-3.9%	1.4	1.9	3.8	i	-0.0953	-0.219	0.288	0.383	25.6%
- CC1=NN(c2ccccc2)C(=O)C1C(=O)c1cc([N+](=O)[O-])cc([N+](=O)[O-])c1 (stereo not given)
→ 0.8	1115	2.01	1037	i	1.6	20.7%	3.3%	4.3	1.4	6.2	i	-1.02	-0.017	-0.447	1.05	3.4%
- CCOC(=O)C1NN=C(C(=O)c2ccccc2)C1c1ccc(Cl)cc1 (stereo not given)
→ 1.5	972	-0.26	1580	i	9.0	-39.4%	-4.6%	2.9	1.1	8.2	i	1.21	0.24	1.11	-1.4	-2.1%
- O=C(Cn1cnc2ccccc21)N/N=C/c1cccc([N+](=O)[O-])c1
→ 1.1	1451	0.78	1477	i	-22.3	-22.0%	-0.7%	2.5	1.9	9.2	i	-0.508	-0.0864	-0.0752	0.594	-6.8%
- CN1CCN(c2ccc(NC(=O)CN3CCOCC3)cc2F)CC1
→ -0.2	1089	-0.33	1212	i	-7.2	9.2%	-0.4%	3.8	4.1	8.5	i	-0.705	-0.336	0.0735	0.634	2.9%
- O=[N+]([O-])c1cc(O)c2ncccc2c1
→ 0.5	1014	0.82	927	i	-0.3	-19.4%	-2.2%	3.3	2.6	0.3	i	-0.0115	-0.178	0.0711	0.605	2.7%
- FC(F)(F)c1nc(N2CCN(c3ccccc3)CC2)nc2c1CCCCC2
→ -0.1	1064	-0.84	1173	i	3.4	/	0.7%	3.4	2.5	9.0	i	-0.0899	-0.14	0.558	0.044	-1.4%
- COC(=O)c1ccccc1NC(=O)CSc1nc(O)cc(=O)n1C1CCCC1
→ 0.9	1123	0.91	1140	i	25.2	4.1%	27.9%	6.2	2.6	7.5	i	-0.381	-0.221	-0.795	-1.18	-1.0%
- COc1nc(NCCc2ccc(OC)c(OC)c2)nc(NC(C)(C)CO)n1
→ 3.9	535	/	/	i	-9.2	-25.0%	5.4%	1.8	1.9	5.5	i	-0.347	-0.169	-0.0393	-0.497	-0.5%
- CN(C(=O)CSc1nnc2ccccn12)C1CCS(=O)(=O)C1 (stereo not given)
→ 2.1	1143	-0.02	893	i	-4.9	-11.3%	0.9%	1.1	1.3	7.8	i	-0.0768	0.0956	-0.0625	0.474	-7.1%
- Cc1ccc(S(=O)(=O)NCCC(=O)OCC(=O)Nc2cccc(S(=O)(=O)NC3=NCCCCC3)c2)cc1
→ -1.6	1190	-0.04	1145	i	11.1	-10.8%	-1.9%	1.7	1.7	1.1	i	-0.929	0.071	-0.478	1.4	-4.5%
- CCOC(=O)c1cc(-c2nnc(SCC(=O)Nc3ccc(F)cc3)o2)c(C)nc1C
→ 0.8	1119	-0.36	972	i	-7.8	-20.8%	6.0%	5.5	1.3	8.0	i	-0.42	-0.154	0.025	0.104	7.8%
- Cc1cc(C(=O)NCCCN2CCN(c3cc(Cl)ccc3C)CC2)n(-c2ccccc2)n1
→ 2.3	1120	-1.06	945	i	18.6	-9.5%	-0.7%	1.4	2.9	6.7	i	-0.757	-0.189	-0.423	-0.138	-2.1%
- O=C(O)c1cccc(S(=O)(=O)Nc2ccc3[nH]c(=O)[nH]c3c2)c1
→ 0.4	1272	-0.81	1115	/	/	1.7%	3.8%	/	/	/	i	-0.899	-0.0989	0.26	-0.867	20.5%
- Cc1ccccc1-c1cc(-c2ccccc2O)n[nH]1
→ 5.9	1148	-0.29	1292	i	-10.3	-33.1%	0.2%	3.3	1.7	5.7	i	-4.25	0.688	-1.55	-4.8	-153.4%
- COc1ccc(N(CC(=O)NCc2cccc(OC)c2)S(=O)(=O)c2c(C)noc2C)cc1
→ -0.3	1408	0.16	1570	i	9.1	7.5%	1.4%	10.9	1.6	3.7	i	0.588	-0.292	0.343	-0.383	-13.7%
- O=C(/C=C/c1ccccc1)N1CCN(c2c(Cl)cccc2[N+](=O)[O-])CC1
→ -2.3	567	-0.15	1177	i	-10.2	-34.4%	18.3%	1.7	4.1	11.3	i	1.72	-0.14	0.686	-1.09	7.9%

High-throughput results as filed in PubChem.

A portion of the library; count on the stated rates, not on these rows.
